# Nrf2 inh: Nrf2 qHTS screen for inhibitors; 360,000 tested, 2.1% active; A549 ARE-Fluc reporter, luciferase luminescence, 18-24 h; AID 504444, 2011; Potency, µM (top dose mostly 46 µM), for the others: top-dose activity change, negative = inhibition, most hits filed as inhibitors; further: potency means the concentration at half of the fitted maximal effect; on the % scale 0 is the no-effect control and ±100 the full control effect; nearly all actives have a fitted effect of over 60% in size
#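 Concentration-response testing used A549 ARE_Fluc cells at 5000 cells/well. Following an 18-24 h compound incubation, viability was read by fluorescence (Ex 405/Em 525) and luciferase output by luminescence.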
# A549 tox: Nrf2 qHTS screen for inhibitors: counterscreen for cytotoxicity. A549 ARE-Fluc cells, CellTiter-Fluor viability, 18-24 h. 390,000 tested, 0.16% active. Potency, µM (titrated, usually from 46 µM), without a hit: top-dose activity change, negative = cytotoxicity, most hits filed as inhibitors. AID 504648, 2011; further: potency means the concentration at half of the fitted maximal effect; on the % scale 0 is the no-effect control and ±100 the full control effect
#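 Cytotoxicity counterscreen: CellTiter-Fluor fluorescence was measured in A549 ARE_Fluc cells after 18-24 h of compound exposure in a concentration series. The subsequent BugLite luminescent read reports ARE-luciferase activity.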
# Akt phos inh: HTS Assay for Inhibitors of Akt Phophorylation: Primary Screen. Neuro2A IGF-stimulated pAkt S473 HTRF, 20 min; hits give low values. activity change, % for hits at 50 µM. 360,000 tested, 0.32% active; in the data active means activity change below about -80%; inconclusive means mostly about -51% to -80%; further: on the % scale 0 is the no-effect control and ±100 the full control effect
#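 Neuro2A cells in DMEM with 0.5% FBS, overnight at 37 deg C, given compound at single 50 µM final, then IGF (6 nM final) for 20 min at 37 deg C. Lysed; phospho-Akt Ser473 by HTRF after 24 h, 665/615 ratio.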
# MmCpn inh: Inhibitors of TCP-1 ring complex (TRiC) of Methanococcus maripaludis (MmCpn): qHTS; purified Mm-Cpn ATPase, ADP Transcreener TR-FRET; Potency, µM (top dose mostly 76.9 µM), inactives show top-dose activity, negative = inhibition, most hits filed as inhibitors; 330,000 tested, 0.031% active; AID 504842, 2011; further: potency means the concentration at half of the fitted maximal effect; on the % scale 0 is the no-effect control and ±100 the full control effect; nearly all actives have a fitted effect of over 80% in size
#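 25 nM Mm-CPN + cpd, 10 min 37°C; + 10 uM ATP, 30 min 37°C; buffer 30 mM Tris pH 7.4, 100 mM KCl, 5 mM MgCl2, 1 mM DTT; Transcreener ADP HTRF detection 30 min RT.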
# Nrf2 ARE act: qHTS of Nrf2 Activators. 410,000 tested, 0.31% active. AREc32 ARE-luciferase reporter (MCF7-derived line), luminescence, 24 h. Potency, µM (top dose mostly 46.1 µM), inactives show at the top dose activation, usual class: activators. AID 624171, 2012; further: potency means the concentration at half of the fitted maximal effect; % of control where 0% means no effect; nearly all actives have a fitted effect of over 65% in size
#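 Luciferase luminescence (Steady-Glo, 30 min at room temperature) served as the read-out of ARE activation in AREc32 cells treated with compounds for 24 hr at 37 deg C.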
# HepG2 viability: qHTS for Inhibitors of TGF-b: Cytotox Counterscreen | HepG2 CAGA-GFP viability, ATP luminescence, 18 h | Potency, µM (titrated, usually from 46.1 µM), inactives show at the top dose activity change, negative = cytotoxicity, hits mostly cytotoxic | 410,000 tested, 0.76% active | AID 588856, 2011; further: potency means the concentration at half of the fitted maximal effect; some results filed as inactive show a strong effect at the top dose
#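 CellTiter-Glo luminescence gave cytotoxicity after 18 hours at 37 degrees C. The cells were HepG2 CAGA-GFP in 1% FBS DMEM, stimulated with 500 pg/mL TGF-beta after compound addition. %Activity was normalised to no-cell wells (complete cell-killing) and DMSO (no toxicity), and curves were fitted and classified.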
# CCT modulator: High-Throughput Screening for Modulators of Cytosolic Chaperonin Activity | purified chaperonin ATPase assay, HTRF ADP detection, 30 min | activity change, % (test concentration not listed), hits read low | 360,000 tested, 0.3% active | AID 651819, 2012; in the data active means activity change below about -30%; further: on the % scale 0 is the no-effect control and ±100 the full control effect
#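 ATPase activity: ADP formed was measured by HTRF Transcreener (665/615 nm ratio) after 30 min at 37 deg C with 10 uM ATP. Compounds screened at one 76 uM concentration against 40 or 20 nM TRiC in Tris pH 7.4/KCl/MgCl2/DTT buffer.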
# S2 tox: Viability Counterscreen for Primary qHTS for Inhibitors of ATXN expression; S2 cells (HEK-293 line with an ATXN2-luciferase reporter) viability, CellTiter-Fluor protease fluorescence, 24 h; Potency, µM (top dose mostly 56.7 µM), most hits filed as cytotoxic; 400,000 tested, 0.49% active; further: potency means the concentration at half of the fitted maximal effect; nearly all actives have a fitted effect of over 40% in size
# TGFb inhibitor: qHTS for Inhibitors of TGF-b | HepG2 CAGA-GFP TGF-b/SMAD3 reporter, GFP fluorescence, 18 h; TGF-beta stimulated, 500 pg/mL final | Potency, µM (top dose mostly 46.1 µM), for the others: at the highest dose activity, negative = inhibition, actives largely listed as inhibitors | 410,000 tested, 1.2% active | AID 588855, 2011; further: potency means the concentration at half of the fitted maximal effect; on the % scale 0 is the no-effect control and ±100 the full control effect; nearly all actives have a fitted effect of over 65% in size
#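 Cell-based qHTS in HEPG2 carrying a CAGA-GFP Smad reporter; compounds added before 500 pg/mL final TGF-beta, 18 h incubation at 37 degrees C, GFP fluorescence quantified per cell by imaging cytometry.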
# * marks the source's active call; other numbers are inactive results; i = inactive; ? = inconclusive; / = no result given; [ ] = another dose, or the depositor's remark. Unless noted, the call rests on the fitted dose curve; in most records, active means well fitted curve in the direction sought with a large enough effect; inconclusive means small, poorly fitted or top-dose-only effect, or another doubt; inactive means no such curve, though single readings can be large; an effect the other way counts as inactive or inconclusive.
SMILES,Nrf2 inh,A549 tox,Akt phos inh,MmCpn inh,Nrf2 ARE act,HepG2 viability,CCT modulator,S2 tox,TGFb inhibitor
COc1ccc(/C=C/C(=O)OCC(=O)NC2CCCCC2C)c(OC)c1 (centres undefined),3%,3%,i,3%,1.9%,-17%,-5.2,i,-18%
CSc1ccc(CN(C)CC(=O)NC(C)c2ccccc2)cc1 (centres undefined),-41%,-6%,i,0%,-0.8%,-12%,-1.9,i,-14%
Cc1csc(NC(=O)C2CCCCN2S(=O)(=O)c2ccccc2)n1 (centres undefined),14%,-1%,i,0%,0.3%,5%,-0.2,i,?
COc1ccc(S(=O)(=O)/C(C#N)=C/Nc2ccccc2F)cc1,-20%,-1%,i,2%,0.2%,-9%,-3.5,i,-17%
CCOCCCn1c(=NC(=O)c2cccs2)c(C#N)cc2c(=O)n3ccccc3nc21,7%,4%,i,-3%,0.0%,14%,-2.5,/,-7%
COc1cc(/C=C/C(=O)OCC(=O)Nc2cc(C)on2)ccc1OCC#N,5%,10%,i,2%,-0.3%,-7%,-4.4,i,1%
COc1ccc(CCN(C)C(=O)c2ccc(C)c(S(=O)(=O)N3CCCCC3)c2)cc1OC,?,-12%,i,-1%,-0.1%,-18%,1.2,i,-10%
C[C@@H]1C(c2ccc(F)cc2)=NN(c2ccccc2)[C@H]1C(=O)N1CCOC1=O,21%,22%,i,-1%,4.1%,-8%,-6.7,i,-7%
CCCSc1nc(C)cc(C)c1S(C)(=O)=O,2%,8%,i,-8%,-0.7%[9.22 µM],-11%,-1.0,i,-5%
Cn1c(CNc2nc(-c3ccccc3)cs2)nnc1SCC(=O)N1CCc2ccccc21,/,-19%,i,-3%,-0.3%,6%,1.5,i,?
CCCn1c(SCC(=O)Nc2ccccc2C(=O)OC)nc2c1c(=O)n(C)c(=O)n2C,5%,-1%,/,-15%,0.3%,3%,0.4,/,0%
Cc1ccc(-c2nnn(CC(=O)N(Cc3ccco3)C(C(=O)NC(C)(C)C)c3cccs3)n2)o1 (centres undefined),-4%,1%,i,0%,-0.2%,8%,0.9,i,-11%
COc1ccc2c(c1)c1c(c(=O)n(-c3ccccc3)c(=O)n1CC(=O)NCc1ccc(C)cc1)n2C,?,-10%,/,/,-0.4%,-12%,/,i,-10%
CCOc1ccc(-n2c(SCC(=O)Nc3ccc(OC)cc3OC)nc3c(c2=O)SCC3)cc1,?,?,i,-1%,0.2%,3%,1.0,i,-7%
COc1cccc(CNC(=O)CSc2ccc(-c3sc(-c4ccccc4)nc3C)nn2)c1,?,-20%,/,/,0.5%,4%,/,/,33%[activator]
COc1cc(/C=N/N=C(\N)c2nonc2N)ccc1O,7%,1%,i,2%,4.4%,-6%,-1.6,i,-2%
O=C(NCC1COc2ccccc2O1)c1ccc(Br)s1 (centres undefined),33%,14%,i,3%,7.1%,-15%,1.0,i,-1%
COc1ccc(S(=O)(=O)N2N=C(C)Oc3ccccc3C2=O)cc1,-19%,?,i,-1%,-0.2%,2%,-0.5,?,-4%
O=C(c1ccccc1)N1CCn2c(nc3ccccc32)C1,?,0%,i,0%,1.4%,3%,1.5,i,8%
Cc1ccc(NS(=O)(=O)c2ccc3nc(-c4ccccc4)[nH]c3c2)c(Cl)c1,3%,-3%,/,/,9.1%,-27%,/,?,?
O=C(O)c1cccc(COc2cccc3ccccc23)c1,?,3%,i,/,-2.9%,-16%,-2.9,i,2%
O=C(C1CCCO1)N1CCN(C(=S)NC2CC2)CC1 (centres undefined),10%,-1%,i,0%,-0.8%,-12%,2.1,i,-7%
COc1ccccc1-c1cc(C(=O)NCCCN2CCOCC2)no1,-7%,1%,i,0%,0.4%,-14%,-2.8,i,-1%
CCOC(=O)c1c(C)cccc1OCC(N)=O,/,0%,i,-1%,0.3%,0%,-3.1,i,-2%
Cc1cc(C)n(CCC(=O)N/N=C/c2cccc([N+](=O)[O-])c2)n1,-1%,0%,i,2%,14%,93%,0.5,i,0%
# Additional compounds
SMILES,Nrf2 inh,A549 tox,Akt phos inh,MmCpn inh,Nrf2 ARE act,HepG2 viability,CCT modulator,S2 tox,TGFb inhibitor
CCCCn1nc(NS(=O)(=O)c2cccc3nonc23)c2cc3cccc(C)c3nc21,-29%,?,/,-9%,0.2%,-25%,-0.8,i,?
CN(C)CCNC(=O)c1scc2c1CCCC2,13%,?,i,1%,0.4%,8%,-1.6,i,2%
COc1ccc(-c2noc(Cc3ccccc3OC)n2)cc1,20%,-1%,i,0%,2.8%,-32%,3.8,i,?
Cc1cc(C)cc(C(=O)NCCCN2CCOCC2)c1,-5%,0%,i,0%,0.0%,1%,1.6,?,-15%
Cc1ccc(C)c(Nc2nc3c(S(=O)(=O)c4ccccc4)nnn3c3ccccc23)c1,?,2%,i,1%,-0.4%,-2%,0.0,i,-2%
Cc1ccc(C(C(=O)NC2CCCCC2)N(C(=O)c2csnn2)C2CC2)o1 (centres undefined),-6%,-6%,i,-1%,-0.5%,4%,-2.5,i,-10%
CC(=O)c1cccc(NC(=O)c2nc(-c3ccccc3)n(-c3cccc(Cl)c3)n2)c1,?,-3%,/,/,5.6%,-24%,/,?,-15%
Cc1cccc(NC(=O)c2cc3ccccc3oc2=O)c1,?,6%,i,0%,9.2%,0%,-1.3,i,-3%
COCCn1nnnc1C(c1ccc2ncccc2c1)N1CCN(c2ccccc2F)CC1 (centres undefined),7%,4%,-104%*,-13%,-0.1%,3%,2.2,i,-1%
N#C/C(=C/N1CCOCC1)c1ccccc1,/,27%,i,-8%,2.8%,-20%,-3.4,i,-23%
CN(C)NC(=S)NC1CCS(=O)(=O)C1 (centres undefined),3%,-6%,i,-6%,0.4%,9%,0.0,i,-18%
Cc1ccnc(NC(=O)CNC(=O)c2ccccc2Br)c1,7%,-9%,i,0%,9.8%,-16%,-5.4,i,-12%
COc1cc(-c2nnc(SCC#CCO)o2)cc(OC)c1OC,7%,5%,i,1%,0.8%,-24%,-1.6,i,31%[activator]
CCOc1ccccc1NC(=O)c1c(NC(=O)C(C)Oc2ccc(Cl)cc2)sc2c1CCCCC2 (centres undefined),10%,-1%,/,/,-0.3%,-4%,/,i,6%
Cc1ccccc1N(CC(=O)N1CCCC1)S(=O)(=O)c1ccc(Cl)cc1,-10%,-4%,i,/,-0.1%,-2%,3.1,?,?
O=C(N/N=C1\CC2CC=CC12)c1ccc(COc2ccccc2)cc1 (centres undefined),13%,?,i,0%,1.7%,-3%,-2.5,i,4%
CN(C(=O)c1cccc(NC(=O)Cc2ccc([N+](=O)[O-])cc2)c1)C1CCCCC1,?,?,i,2%,2.5%,-2%,0.8,?,?
COc1ccc(C(=O)NCCCNC(=O)c2cnccn2)cc1Br,-3%,1%,i,-1%,0.4%,8%,-0.6,i,3%
C1CCC(C23CC4CC(CC(C4)C2)C3)NC1 (centres undefined),1%,21%,i,1%,-0.1%,1%,-0.7,i,12%
Cc1cc(=O)n2c(c1C#N)SC1CCCCC12O (centres undefined),5%,-4%,i,0%,-0.2%,-32%,-4.0,i,2%
Cc1ccc(C(=O)NC2CCCCNC2=O)cc1C (centres undefined),?,-7%,i,-2%,7.8%,2%,0.6,i,13%
O=C(Cc1ccc([N+](=O)[O-])cc1)Nc1cc(C(F)(F)F)cc(C(F)(F)F)c1,?,-8%,i,-2%,3.4%,-21%,-0.3,i,-52%
CCOC1CCCc2oc(-c3ccc(OC)cc3)c(C(=O)NCCCCO)c21 (centres undefined),/,/,i,/,0.6%,/,0.8,i,/
CCOc1ccc(NS(=O)(=O)c2ccc3[nH]cc(C(=O)NCCc4ccccc4)c(=O)c3c2)cc1,/,1%,/,/,4.5%,-7%,/,/,-10%
O=C1c2ccsc2SCCN1Cc1ccc(Cl)cc1Cl,-21%,-3%,-106%*,0%,-0.2%,-3%,-0.5,i,?
CC(=O)Nc1cccc(C(=O)OCC(=O)NC2CCCCCCC2)c1,18%,3%,i,1%,0.3%,-6%,-1.0,i,-14%
O=C(COC(=O)c1cc([N+](=O)[O-])ccc1NCc1ccccc1)NC1CCCc2ccccc21 (centres undefined),-12%,-3%,i,-4%,0.2%,-5%,-2.8,i,-1%
Cc1noc(C)c1COc1ccc(C(=O)OC(C)C(=O)Nc2ccc(S(=O)(=O)N3CCOCC3)cc2)cc1 (centres undefined),-8%,1%,i,-1%,0.0%,11%,-5.5,i,-1%
O=C(Cn1cc([N+](=O)[O-])ccc1=O)NCC1COc2ccccc2O1 (centres undefined),2%,8%,i,-2%,-0.6%,-27%,-1.5,i,1%

# Whole records, looked up by structure:
# `Cc1ccnc(NC(=O)CNC(=O)c2ccccc2Br)c1` reads Nrf2 inh = 7%; A549 tox = -9%; Akt phos inh = i; MmCpn inh = 0%; Nrf2 ARE act = 9.8%; HepG2 viability = -16%; CCT modulator = -5.4; S2 tox = i; TGFb inhibitor = -12%
# `COCCn1nnnc1C(c1ccc2ncccc2c1)N1CCN(c2ccccc2F)CC1` (centres undefined) reads Nrf2 inh = 7%; A549 tox = 4%; Akt phos inh = -104%*; MmCpn inh = -13%; Nrf2 ARE act = -0.1%; HepG2 viability = 3%; CCT modulator = 2.2; S2 tox = i; TGFb inhibitor = -1%
# `CC(=O)c1cccc(NC(=O)c2nc(-c3ccccc3)n(-c3cccc(Cl)c3)n2)c1` reads Nrf2 inh = ?; A549 tox = -3%; Akt phos inh = /; MmCpn inh = /; Nrf2 ARE act = 5.6%; HepG2 viability = -24%; CCT modulator = /; S2 tox = ?; TGFb inhibitor = -15%

# Source: PubChem BioAssay
